# PREPL inhibitor: inhibitors of human prolyl oligopeptidase-like enzyme PREPL | recombinant PREPL, fluorescence polarization activity-based probe | inhibition, % at 5.96 µM | 320,000 tested, 0.68% active | AID 2751; in the data active = inhibition above about 43%;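 also: 0% = enzyme with DMSO and 100% = wells lacking enzyme; many of its hits are not listed in these tables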
# LYPLA2 counter: LYPLA2 (human) inhibition in PME1 counter-screen | 320,000 tested, 0.38% active | recombinant LYPLA2, FP-Rh probe fluorescence polarization | O95372 | inhibition, % at 5.9 µM | AID 2177;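 active = inhibition above the screen-wide mean plus 3 SD, limit set per campaign, cut at about 26% in these data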;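 also: 0% = LYPLA2 with DMSO and 100% = wells lacking LYPLA2 enzyme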
# PP5 primary: inhibitors of human protein phosphatase 5 (PP5); inhibition, % at 6.7 µM; P53041; 320,000 tested, 0.18% active; purified PP5c, OMFP substrate fluorescence; AID 1987;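 active = inhibition above the campaign's mean inhibition across all tested compounds plus 3 SD, cut at about 9.5% in these data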;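 also: 0% = DMSO only and 100% = 100 µM cantharidin control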
# Target sequence (P53041 whole entry, looked up): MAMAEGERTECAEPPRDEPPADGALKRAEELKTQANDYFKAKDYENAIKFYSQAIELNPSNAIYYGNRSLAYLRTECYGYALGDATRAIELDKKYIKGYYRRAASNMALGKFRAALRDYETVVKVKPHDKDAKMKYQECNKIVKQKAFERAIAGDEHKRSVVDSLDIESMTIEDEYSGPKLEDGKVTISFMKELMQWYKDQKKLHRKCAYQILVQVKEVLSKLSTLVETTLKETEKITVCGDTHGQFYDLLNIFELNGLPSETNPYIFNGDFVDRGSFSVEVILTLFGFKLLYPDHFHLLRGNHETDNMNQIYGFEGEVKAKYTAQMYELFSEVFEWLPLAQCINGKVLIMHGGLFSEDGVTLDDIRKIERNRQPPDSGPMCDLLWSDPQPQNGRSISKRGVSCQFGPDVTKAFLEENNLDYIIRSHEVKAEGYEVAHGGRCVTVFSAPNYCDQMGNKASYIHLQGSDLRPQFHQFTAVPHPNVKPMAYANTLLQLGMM
# CTSL1 counter: cathepsin L1 inhibition, PFM18AAP counter-screen; recombinant F. hepatica cathepsin L1, Z-Leu-Arg-MCA fluorescence; inhibition, % at 5.96 µM; 300,000 tested, 0.49% active; AID 1906;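 active = inhibition above the mean of all tested compounds plus 3 SD, set per screening campaign, cut at about 17% in these data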;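 also: 0% = plate median of test compound wells and 100% = 1 µM Z-Phe-Ala-diazomethylketone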
# core dimer inh: blocks dimerization of HCV core protein | inhibition, % at 5 µM | 300,000 tested, 0.33% active | AID 1899 | TR-FRET GST/Flag-core106 dimerization, 1536-well;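 active = inhibition above the mean of all tested compounds plus 3 SD, set per screening campaign, cut at about 45% in these data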
#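 Assay system – GST-tagged and Flag-tagged HCV core protein residues 1-106 · Quantity – core106 proteins, GST 13.5 nM and Flag 17 nM · Benchmarks – unlabelled core106 and no-GST-core106 wells · Read-out basis – percent inhibition of core106 dimerization signal · Detection – time-resolved FRET, ex 340 nm, em 617 and 671 nm · Schedule – 4 h at 22.5 °C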
# GASC-1 inh: blocks human GASC-1 demethylase activity; GST-JMJD2C(1-420) H3K9me3 demethylation, DELFIA europium; AID 2099; inhibition, % at 2.35 µM; Q9H3R0; 330,000 tested, 0.069% active;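 active = more than half of a compound's replicate wells show inhibition beyond 50%, single wells judged on their own value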;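 also: signal counts dimethyl H3K9 product captured on neutravidin plate; 0% = median of DMSO wells and 100% = 0.3 times that DMSO median; strong numbers were not always called active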
# Target sequence (Q9H3R0 1-420 limits assumed): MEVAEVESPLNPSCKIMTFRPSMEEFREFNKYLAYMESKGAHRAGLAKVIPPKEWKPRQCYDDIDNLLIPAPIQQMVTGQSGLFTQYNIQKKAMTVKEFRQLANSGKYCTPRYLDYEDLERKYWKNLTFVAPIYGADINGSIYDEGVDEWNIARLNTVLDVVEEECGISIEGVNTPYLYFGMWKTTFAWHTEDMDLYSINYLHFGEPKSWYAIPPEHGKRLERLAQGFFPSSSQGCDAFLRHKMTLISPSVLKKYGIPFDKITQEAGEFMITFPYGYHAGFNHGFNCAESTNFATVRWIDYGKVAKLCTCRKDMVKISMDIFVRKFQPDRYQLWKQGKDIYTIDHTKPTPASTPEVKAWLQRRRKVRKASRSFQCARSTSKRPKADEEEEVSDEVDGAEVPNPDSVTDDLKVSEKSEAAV
# Efflux pump inh: inhibitors of Candida antifungal efflux pumps expressed in yeast | S. cerevisiae Candida pump triplex, Nile Red efflux | inhibition, % at 10 µM | 330,000 tested, 0.44% active;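 active = plate passing quality check with inhibition over a set limit, or well fluorescence over plate mean plus 4 SD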;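 also: Nile Red retained in pooled yeast measured as flow cytometry median fluorescence; 0% = buffer negative control and 100% = Enniatin B positive control; higher means more Nile Red kept so more efflux inhibition; some compounds called inactive have numbers as strong as hits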
# PP1 counter: blocks human PP1-alpha phosphatase, a PP5 counter-screen. P62136. purified PP1alpha, OMFP fluorescence. inhibition, % at 6.7 µM. 320,000 tested, 0.9% active. AID 2235;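 active = inhibition above the mean inhibition of all tested compounds plus 3 SD, computed separately for each screening campaign, cut at about 15% in these data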
# TPT1 inh: inhibitors of Candida albicans tRNA 2'-phosphotransferase TPT1; recombinant caTPT1, FP RNA substrate dephosphorylation; 300,000 tested, 0.81% active; inhibition, % at 5 µM; AID 1962;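 active = inhibition above the mean of all tested compounds plus 3 SD, set per screening campaign, cut at about 24% in these data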;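 also: plate controls were DMSO alone for no effect and ferristatin control at 100 nM for full effect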
# Active calls of the source: *; / = no result given. These rows are one share of the data. The share of hits here may be higher or lower than overall.
SMILES,PREPL inhibitor,LYPLA2 counter,PP5 primary,CTSL1 counter,core dimer inh,GASC-1 inh,Efflux pump inh,PP1 counter,TPT1 inh
Cc1cc(C)cc(NC(=S)N2CCC(NC(=O)c3ccco3)CC2)c1,7,0,-0.1,0,6,-4,0.1,-4,2
COC(=O)C1=C(N)OC2=C(C(=O)CCC2)C1c1ccccc1OC (configuration not stated),13,0,2.9,1,0,9,0.1,-2,0
COC(=O)Cc1c(OC)ccn(CCc2c[nH]c3ccccc23)c1=O,18,0,3.7,-8,-4,-10,-0.1,-2,-2
COc1ccc(N(C(=O)c2cnccn2)C(C(=O)NC2CCCCC2)c2ccc(Cl)cc2)cc1 (configuration not stated),11,3,-0.1,-3,2,7,-0.1,-3,-2
COCCNC(=S)N(CCCN(C)C)Cc1cc2cc3c(cc2[nH]c1=O)OCCO3,-5,10,2.0,1,-2,-2,0.1,-3,-3
NC(=O)CSc1nnnn1-c1ccc(OC(F)(F)F)cc1,-3,5,-1.4,-2,6,6,-0.1,2,1
COc1ccccc1NC(=O)c1oc2ccccc2c1NC(=O)C1CC1,-8,-3,2.2,-1,9,-2,-0.3,1,0
Cn1c(CCCCCN)nc2ccccc21,25,-2,0.6,1,-1,-9,0.0,-4,3
O=C(CSCc1ccc(F)cc1)NCc1cccs1,2,1,-1.8,3,0,4,0.1,-2,0
C/C(N)=C(/C#N)C(=O)CSc1nnnn1-c1ccc(C)cc1,3,-2,3.6,-3,4,1,0.4,-1,6
COc1c(C)cc(C(=O)C2CCCN(Cc3c(C)n(C)n(-c4ccccc4)c3=O)C2)cc1C (configuration not stated),-12,2,1.8,6,0,6,0.0,-2,-5
CC(=O)N1CCN(C(=O)/C(C#N)=C/c2ccc3c(c2)OCO3)CC1,12,-7,-0.7,4,2,1,0.2,-2,7
Cc1ccc(OCc2nnc(SCC(=O)Nc3sc(C)c(C)c3C#N)n2C)cc1,-1,-2,-0.9,-1,3,3,0.0,4,-2
C=CCNc1sc(C(=O)c2ccc(C)cc2)c(N)c1C#N,30,4,3.6,3,0,-1,0.0,4,8
CC1=CC(C#N)(C#N)C(C#N)(C#N)C(c2ccccc2)N1 (configuration not stated),10,44*,2.2,1,8,-7,-0.1,-2,-87
Fc1cccc(Cl)c1Cn1nnc(-c2ccc3c(c2)OCO3)n1,2,0,1.4,4,10,10,0.2,3,1
O=C(Nc1nccs1)C1CC(=O)N(c2ccccc2)C1 (configuration not stated),-2,-5,0.6,-1,-2,5,0.1,0,3
Cc1ccc(-c2cc(C(F)F)nc(S(C)(=O)=O)n2)cc1,11,-6,-1.1,3,1,15,-0.1,2,-3
COc1cc(OC)c(NC(=O)CCCNC(=O)Cn2cnc3sc(C)c(C)c3c2=O)cc1Cl,14,1,0.1,3,-5,-12,0.4,-4,1
CCOC(=O)C1CCCN(C(=O)c2cc3c(=O)n(C)c4ccccc4c3n2C)C1 (configuration not stated),-3,-3,-1.3,1,4,0,-0.2,-4,-1
COc1ccc(N(C)S(=O)(=O)c2cccc(C(=O)OC(C)C(=O)NC3CCCCC3C)c2)cc1 (configuration not stated),-4,-6,2.3,2,7,-4,0.0,0,0
O=C1OC(C(=O)O)Cc2ccccc21 (configuration not stated),9,0,1.2,-1,3,15,-0.1,-10,0
CC1CN(C(=O)Cn2c(=O)oc3ccccc32)CC(C)O1 (configuration not stated),-5,0,0.1,-1,2,0,0.1,1,1
Fc1ccc(C2CC(c3ccco3)n3ncnc3N2)cc1 (configuration not stated),-21,-7,-0.1,1,-2,-5,0.3,-4,4
Cc1nn(CCC(=O)NNC(=S)Nc2cccc(Cl)c2)c(C)c1[N+](=O)[O-],0,4,0.3,4,0,7,-0.1,-3,0

# Some of the entries so far, as labelled records.
COc1ccc(N(C)S(=O)(=O)c2cccc(C(=O)OC(C)C(=O)NC3CCCCC3C)c2)cc1 (configuration not stated)
- PREPL inhibitor: -4
- LYPLA2 counter: -6
- PP5 primary: 2.3
- CTSL1 counter: 2
- core dimer inh: 7
- GASC-1 inh: -4
- Efflux pump inh: 0.0
- PP1 counter: 0
- TPT1 inh: 0

O=C1OC(C(=O)O)Cc2ccccc21 (configuration not stated)
- PREPL inhibitor: 9
- LYPLA2 counter: 0
- PP5 primary: 1.2
- CTSL1 counter: -1
- core dimer inh: 3
- GASC-1 inh: 15
- Efflux pump inh: -0.1
- PP1 counter: -10
- TPT1 inh: 0

CC1CN(C(=O)Cn2c(=O)oc3ccccc32)CC(C)O1 (configuration not stated)
- PREPL inhibitor: -5
- LYPLA2 counter: 0
- PP5 primary: 0.1
- CTSL1 counter: -1
- core dimer inh: 2
- GASC-1 inh: 0
- Efflux pump inh: 0.1
- PP1 counter: 1
- TPT1 inh: 1

Fc1ccc(C2CC(c3ccco3)n3ncnc3N2)cc1 (configuration not stated)
- PREPL inhibitor: -21
- LYPLA2 counter: -7
- PP5 primary: -0.1
- CTSL1 counter: 1
- core dimer inh: -2
- GASC-1 inh: -5
- Efflux pump inh: 0.3
- PP1 counter: -4
- TPT1 inh: 4

# Additional records follow:
SMILES,PREPL inhibitor,LYPLA2 counter,PP5 primary,CTSL1 counter,core dimer inh,GASC-1 inh,Efflux pump inh,PP1 counter,TPT1 inh
Cc1cccc(C(=O)NCc2ccc(S(N)(=O)=O)cc2)c1[N+](=O)[O-],-2,2,0.3,-1,-1,-12,-2.9,-1,2
CN(C)[C@@H]1CCC[C@@H]1OC(=O)C(c1ccccc1)c1ccccc1,-7,-3,-0.4,-2,1,6,-0.4,-2,0
CC1CCCCC1NC(=O)C1CCC(CNS(=O)(=O)c2cccc3cccnc23)CC1 (configuration not stated),-11,7,0.3,-4,-1,-6,0.1,-2,-1
CCOc1ccc(S(=O)(=O)N2CCCCC2)cc1NC(=O)C1CCC1,-5,7,-0.1,-1,1,1,0.2,-6,4
Cc1ccc(-c2nn(C)c(=O)c3ccccc23)cc1CNC(=O)c1ccccc1,-10,-12,-2.1,-3,5,2,0.2,-5,-2
Cc1cc(C)cc(N(CCC(=O)Nc2nnc(C3CC3)s2)S(=O)(=O)c2ccc(Cl)cc2)c1,-12,1,4.8,4,11,-14,-0.2,11,0
CC(C)(C)c1ccc(C(CC(=O)O)NS(=O)(=O)Cc2ccccc2)cc1 (configuration not stated),-1,0,1.0,2,3,0,0.4,1,5
CCOC(=O)C1CCCN(C(=O)c2cc3ccccc3oc2=O)C1 (configuration not stated),0,7,-1.5,-2,-3,-1,0.1,-9,2
O=C(COC(=O)c1ccccc1Br)NCc1ccccc1,-2,8,3.5,-4,2,4,-0.2,1,-1
COc1cc(SC)ccc1C(=O)Nc1ccc2c(c1)CCN2S(C)(=O)=O,22,0,3.5,2,0,12,0.0,2,2
CC(C)CC(=O)C1=C(O)C(=O)N(Cc2ccccc2)C1c1ccccc1 (configuration not stated),-6,1,-3.0,-4,-2,9,0.4,0,3
COc1cc(C2C3=C(CC(C)(C)CC3=O)OC(N)=C2[N+](=O)[O-])ccc1O (configuration not stated),2,3,1.5,2,2,-2,-0.1,-1,-4
O=C(N/N=C/c1cn(-c2ccccc2)nc1-c1cccs1)c1ccncc1,-5,-43,3.1,1,7,5,0.1,4,3
O=C(NCc1ccncc1)C12CC3CC(CC(C3)C1)C2,-6,3,1.8,-3,1,0,0.0,0,-5
COc1ccc(C)cc1S(=O)(=O)N1CCN(S(=O)(=O)c2cc(C)ccc2OC)CC1,-4,-3,1.7,-1,7,-12,-0.1,-1,1
CC1CN(C(=S)Nc2cccc(F)c2)CC(C)O1 (configuration not stated),8,0,-0.1,-3,0,-2,0.0,-6,-3
CCCOc1ccc(N2C(=O)CC(N(Cc3ccco3)C(=O)CC)C2=O)cc1 (configuration not stated),16,0,2.4,-2,-1,6,-0.1,-5,3
COC(=O)c1c(-c2ccncc2)csc1NC(=O)c1ccoc1C,-7,1,4.7,-2,4,0,0.0,5,2
COc1ccc(OC)c(Cc2nnc(CCC(=O)N3CCCCC3c3nccs3)o2)c1 (configuration not stated),1,-3,-0.7,1,1,16,0.0,1,2
CCCN(CCC)S(=O)(=O)c1ccc(NC(=O)Cc2cccs2)cc1,-4,-8,6.5,-7,17,4,0.2,-2,4
COc1ccc(C2=NN(c3nc(-c4ccccc4)c(CC(=O)O)s3)C(c3ccco3)C2)cc1 (configuration not stated),-15,-12,4.0,13,87*,8,-0.1,9,60*
Cc1ccc(Cn2c(C(CO)Nc3nc(-c4ccc(F)cc4)cs3)nc3ccccc32)cc1 (configuration not stated),8,-3,7.0,-1,-5,-1,/,4,-1
O=C(CSc1nnc(CCCN2C(=O)c3cccc4cccc(c34)C2=O)n1-c1ccccc1)NCCCN1CCOCC1,22,1,-2.1,4,-4,3,-0.3,1,-2
NC(=O)CSc1ncc(-c2ccccc2)[nH]1,9,11,1.7,-4,2,-1,-0.1,-2,-1
CCOC(=O)C1C(c2ccc3c(c2)OCO3)NC(=O)NC1(O)C(F)(F)F (configuration not stated),-18,-3,-0.7,-1,-3,6,0.0,-1,11
COc1ccc(NS(=O)(=O)c2cccc(C(=O)O)c2)cc1,20,5,3.3,-4,0,2,-0.1,-2,0
CC1CCN(C(=O)COC(=O)c2cc(Cl)cc(Cl)c2N)CC1,1,3,1.6,1,7,6,0.1,-1,-2
O=c1cc(CSc2nnc(Nc3ccccc3)s2)nc2sccn12,11,-1,1.0,2,-8,/,0.2,1,-1
COc1ccc(NC(=S)Nc2cccc(C(C)=O)c2)cc1OC,17,1,-0.6,-1,3,-12,0.1,0,-1
Cc1cccc(N2CCN(C(=O)CNC(=O)c3cccc([N+](=O)[O-])c3)CC2)c1C,20,-1,3.7,-3,-4,1,0.1,5,0

# Source: PubChem
